Tau fluor cs: counter-screen for tau fibril formation inhibitors. Potency, µM (highest dose often 57.7 µM), inactives show at the highest dose activity change, negative = decrease. actives 0.93% (n = 280,000). AID 1463. tau K18 P301L Alexa594 fluorescence, heparin fibrillization; also: nearly all actives have a fitted effect of over 55% in size
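Human K18 P301L tau (15 uM unlabeled plus 0.24 uM Alexa 594-labeled, final) in 100 mM sodium acetate pH 7 was mixed with compound and 20 uM heparin and incubated 6 hr at 37 C.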
TR SRC2 fluor cs: Texas Red fluorescence interference in TRb-SRC2 counter-screen | TRb/SRC2 Texas Red total fluorescence interference | Potency, µM (doses to about 106 µM), for the others: top-dose fluorescence change, negative = quenching | actives 0.29% (n = 280,000); active = well fitted curve in either direction with a large enough effect; inconclusive = small, poorly fitted or top-dose-only effect
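Flags fluorescent or light-absorbing compounds by total fluorescence, S + 2P, at 555 nm excitation and 632 nm emission. Mixture: 20 nM Texas Red SRC2 peptide, 0.6 uM human TRb LBD, 1 uM T3, 5% DMSO; compound exposure 5 h at ambient temperature.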
TRb SRC2 PPI: disrupts binding of human TR beta to SRC2; P10828; TRbeta-SRC2 peptide binding, fluorescence polarization; receptor liganded with 1 µM T3; Potency, µM (titrated, usually from 106 µM), for inactives: at the highest dose activity change, negative = inhibition, actives largely listed as inhibitors; actives 0.065% (n = 280,000);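 also: plate controls were bound peptide for no effect and peptide without receptor for full effect; nearly all actives have a fitted effect of over 50% in size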
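A fluorescence polarization screen tested compounds at multiple concentrations against complex formation between 0.6 uM TRb ligand-binding domain and 20 nM Texas Red SRC2 peptide, with 1 uM T3 present; readout after 5 hr.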
Tau fibril ThT: inhibitors of human tau fibril formation, thioflavin T binding | P10636 | recombinant tau K18 P301L (four-repeat tau fragment), heparin-induced fibrillization, ThT fluorescence | Potency, µM (titrated, usually from 57.4 µM), for the others: at the highest dose activity, negative = inhibition, actives largely listed as inhibitors | actives 2.1% (n = 270,000) | AID 1460; also: nearly all actives have a fitted effect of over 55% in size
Target sequence (P10636 561-689 P618L limits assumed): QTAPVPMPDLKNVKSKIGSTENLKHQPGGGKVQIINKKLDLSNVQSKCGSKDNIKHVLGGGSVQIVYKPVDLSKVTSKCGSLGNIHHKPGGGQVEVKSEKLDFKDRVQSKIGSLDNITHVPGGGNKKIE
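Tau K18 P301L fragment (15 uM unlabeled plus 0.24 uM Alexa 594-labeled) in 100 mM sodium acetate pH 7 with compound, fibrillization induced by 20 uM heparin for 6 hr at 37 C. Thioflavin T (30 uM) added, fluorescence read after 1 hr (ex 450, em 510 nm).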
Tau fibril FP: inhibitors of human tau fibril formation | Potency, µM (series often up to 57.7 µM), inactives show at the top dose activity, negative = inhibition, hits mostly inhibitors | actives 0.39% (n = 280,000) | K18 P301L tau heparin fibrillization, Alexa594 FP, 6 h; also: nearly all actives have a fitted effect of over 55% in size
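Read-out: fluorescence polarization of Alexa 594-labeled tau (0.24 uM), 555 nm excitation, 632 nm emission. Mixtures held 15 uM unlabeled K18 P301L, compound and 20 uM heparin, pH 7 acetate buffer, incubated 6 hr at 37 C.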
ALDH1A1 inh: inhibitors of human aldehyde dehydrogenase 1A1; P00352; Purified ALDH1A1, NADH fluorescence, propionaldehyde substrate; Potency, µM (titrated, usually from 75.3 µM), for the others: top-dose activity, negative = inhibition, usual class: inhibitors; actives 7.3% (n = 220,000); active = well fitted inhibition curve with a large enough effect, not every such curve was filed as active; inconclusive = small, poorly fitted or top-dose-only effect, or another doubt; inactive = no such curve, though single readings can be large or run the other way;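 also: plate controls were no enzyme wells and a reference inhibitor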
L3MBTL1 block: inhibitors of human L3MBTL1. Q9Y468. AlphaScreen L3MBTL1–H3K9me1 peptide binding. Potency, µM (series often up to 57.1 µM), for inactives: at the top dose activity, negative = inhibition, actives largely listed as inhibitors. actives 0.66% (n = 230,000); also: nearly all actives have a fitted effect of over 60% in size
Target sequence (Q9Y468 whole entry, looked up): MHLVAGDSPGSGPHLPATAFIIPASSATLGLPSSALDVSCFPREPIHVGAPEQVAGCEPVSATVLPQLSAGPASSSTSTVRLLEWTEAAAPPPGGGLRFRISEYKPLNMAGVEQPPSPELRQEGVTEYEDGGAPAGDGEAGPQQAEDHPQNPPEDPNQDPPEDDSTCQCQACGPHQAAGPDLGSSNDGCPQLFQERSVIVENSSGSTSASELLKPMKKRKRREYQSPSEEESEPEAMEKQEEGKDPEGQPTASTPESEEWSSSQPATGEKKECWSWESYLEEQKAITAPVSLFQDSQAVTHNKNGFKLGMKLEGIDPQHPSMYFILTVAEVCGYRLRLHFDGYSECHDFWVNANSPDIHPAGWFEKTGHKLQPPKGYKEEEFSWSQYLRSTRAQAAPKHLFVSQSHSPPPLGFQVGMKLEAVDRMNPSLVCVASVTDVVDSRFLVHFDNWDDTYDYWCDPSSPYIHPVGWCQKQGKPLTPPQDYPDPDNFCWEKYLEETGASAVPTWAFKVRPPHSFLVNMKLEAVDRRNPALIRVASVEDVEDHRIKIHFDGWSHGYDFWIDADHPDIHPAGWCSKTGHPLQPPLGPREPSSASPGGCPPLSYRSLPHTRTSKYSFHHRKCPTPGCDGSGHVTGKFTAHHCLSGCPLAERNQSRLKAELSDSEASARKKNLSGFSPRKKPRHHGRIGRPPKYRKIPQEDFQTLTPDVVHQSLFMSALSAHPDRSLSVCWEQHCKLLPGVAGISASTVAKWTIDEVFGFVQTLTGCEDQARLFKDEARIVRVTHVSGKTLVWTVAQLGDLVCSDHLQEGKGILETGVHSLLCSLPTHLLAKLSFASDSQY
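Read-out is AlphaScreen signal from streptavidin donor and nickel chelate acceptor beads (10 ug/mL final each) bridging L3MBTL1 (50 nM) and biotinylated K9-monomethylated H3(1-15) peptide (75 nM), after 30 min compound exposure at room temperature.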
GLA spleen mod: inhibits or activates alpha-galactosidase in human spleen homogenate | actives 0.008% (n = 240,000) | human spleen homogenate, 4MU-alpha-Gal fluorescence, 40 min | Potency, µM (top dose mostly 80 µM), for inactives: top-dose activity change, negative = inhibition, usual class: inhibitors;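 also: 0% = enzyme with vehicle and -100% = no enzyme basal signal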
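Inhibition or activation of alpha-galactosidase in human spleen homogenate is scored by 4-MU fluorescence after 40 min at 37C, pH 5.0, with 1 mM substrate. AC50s come from concentration-response fitted to the Hill equation.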
An asterisk follows results filed as active; ? = inconclusive; . = no result given; [ ] = dose if it differs, or a comment. Unless noted, calls follow the shape of the dose curve; as a rule, active = well fitted curve in the direction sought with a large enough effect; inconclusive = small, poorly fitted or top-dose-only effect, or another doubt; inactive = no such curve, though single readings can be large; an effect the other way counts as inactive or inconclusive. Unless noted, % is scaled to controls: 0 for no effect and ±100 for the full control effect; potency is read from the fitted curve at half-maximal effect.

Order of results – Tau fluor cs | TR SRC2 fluor cs | TRb SRC2 PPI | Tau fibril ThT | Tau fibril FP | ALDH1A1 inh | L3MBTL1 block | GLA spleen mod
[1] O=C(Nc1cc(C(F)(F)F)ccc1Cl)C1CCN(c2nnc(-n3cccc3)s2)CC1
 : -12.4% | 0.8% | -8.7% | -15.8% | -6.9% | 6.6% | 1.9% | 1.9%
[2] COc1cccc(OC)c1OCCCc1c(C)n[nH]c1C
 : -6.5% | 0.7% | 3.7% | -16.2% | -1.3% | 7.2% | 9.7% | 8.9%
[3] CCOC(=O)c1c(C)[nH]c(C)c1C(=O)CSc1nc2ccccc2c(=O)n1-c1ccccc1C
 : -25.2% | -0.1% | -3.0% | 1.4% | ? | 20µM* | -6.5% | -5.6%
[4] O=C(C[n+]1cnn(CC(=O)c2ccc(Cl)cc2Cl)c1)c1ccc([N+](=O)[O-])cc1
 : -24.3% | 6.3% | 5.0% | ? | 3.5% | 20µM* | 8.6% | -7.2%
[5] NC1=NS(=O)(=O)NC1c1ccc(Br)cc1 (stereo not given)
 : 6.9% | 0.0%[53 µM] | 1.4%[53 µM] | 11.0% | 1.5% | 7.5% | 6.5% | 4.1%
[6] O=C(C[n+]1ccccc1)N1c2ccccc2Sc2ccccc21
 : -26.9% | 0.3% | -0.2% | ? | 8.6% | 3.16µM* | 3.5% | -1.5%
[7] CCN=C1S/C(=C\c2ccc(-c3cccc(C(=O)O)c3)o2)C(=O)N1CC
 : 2.0% | 1.6% | 1.6% | 1.0% | 1.6% | ? | 39.8µM* | 7.4%
[8] CCOc1ccc(S(=O)(=O)N2CCN(C)CC2)c(C)c1C
 : -5.5% | 0.6% | -5.2% | -12.0% | -5.5% | ? | 3.3% | 2.4%
[9] O=C(CS(=O)(=O)c1c[nH]c2ccccc12)N1CCCCC1
 : -10.8% | -3.9% | 1.3% | -6.1% | 3.8% | -1.9% | 8.6% | -2.1%
[10] CC1=CCC(C(=O)O)(C(=O)N/N=C/c2cccs2)C(c2ccc(Cl)cc2)C1 (stereo not given)
 : -14.3% | 2.6% | 4.2% | ? | 3.8% | -2.6% | . | -0.9%
[11] CCOc1ccccc1NC(=O)C(c1ccccc1)N1Cc2ccccc2C1=O (stereo not given)
 : -10.9% | 4.7% | -7.9% | -11.8% | 2.1% | . | . | .
[12] Cc1cc(C(F)(F)F)c(C#N)c(SCC(=O)Nc2nc3ccccc3s2)n1
 : 7.3% | 5.7% | 5.2% | 4.1% | 6.0% | -1.5% | -1.0% | 3.9%
[13] c1ccc(-c2nc(-c3ccccc3)c(NC3CCCCC3)o2)cc1
 : -16.9% | -0.6% | 3.2% | ? | -6.4% | 0.9% | . | -2.9%
[14] CCCCCCc1c(O)c2ccccc2[nH]c1=O
 : -13.9% | -6.0% | 4.7% | -17.1% | -1.0% | ? | -7.4% | -19.4%
[15] CN(c1ccccc1)S(=O)(=O)c1cccc(NC(=O)C2CC(=O)N(Cc3ccccc3)C2)c1 (stereo not given)
 : ? | 0.2% | -5.5% | . | -15.5% | . | . | -10.9%
[16] CCOC(=O)c1[nH]cc(-c2ccccc2)c1N1CCOCC1
 : -6.7% | 2.0% | -18.3% | -0.2% | -2.8% | 2.82µM* | -7.7% | 3.0%
[17] CCOc1cccc(Oc2ccc(C(F)(F)F)cn2)c1
 : 5.5% | 0.9% | -14.4% | -1.8% | 1.8% | 11.8% | 14.1% | -12.4%
[18] COc1ccc(/C=C2\N=C(c3c(-c4ccccc4)noc3C)OC2=O)cc1OC
 : 3.1% | -1.0% | -3.2% | -8.5% | -4.4% | 7.0% | 0.8% | 4.0%
[19] Cc1ccc(NC(=O)c2ccc(Cl)cc2Cl)c(C(=O)c2ccccc2)c1
 : -23.1% | 1.7% | 2.2% | -13.0% | -10.3% | . | . | .
[20] COc1ccc(-c2csc(NC(=O)c3ccccc3NS(=O)(=O)c3ccc(C)cc3)n2)cc1
 : ? | -21.3% | 14.5% | ? | ? | ? | -8.2% | -1.3%
[21] COc1ccccc1Oc1nc([N+](=O)[O-])nn1CC(N)=O
 : -4.6% | 0.6% | -1.1% | -2.8% | -0.9% | 7.4% | 9.0% | 5.3%
[22] CCn1c(SCC(=O)Nc2nc3ccc(OC)cc3s2)nc2c1c(=O)n(C)c(=O)n2C
 : -10.2% | 2.3% | -20.7% | -17.6% | 6.3% | ? | -1.7% | 4.4%
[23] CCn1cnc2sc(C(=O)Nc3ccc4c(c3)OCO4)c(C)c2c1=O
 : -9.6% | -6.9% | 6.7% | ? | 8.8% | ? | 2.0% | 8.9%
[24] CC(C)Cn1c(CNC(=O)c2ccccc2)nc2ccccc21
 : -13.6% | 0.2% | 5.7% | -8.7% | 0.4% | 11.8% | -1.0% | -15.9%
[25] Cc1cc(-c2nnc(SCC(=O)Nc3ccccn3)o2)no1
 : -13.5% | -5.8% | 6.0% | -13.5% | -6.4% | -1.2% | . | 5.5%
[26] Cc1ccc(C(=O)c2cn(Cc3ccccc3)c3cc4c(cc3c2=O)OCCO4)cc1
 : -26.7% | 1.0% | 1.3% | ? | -4.3% | . | . | .
[27] COc1ccc(CNCc2c(C(=O)O)c(C)n(Cc3ccc(Cl)cc3)c2C)c(OC)c1
 : 2.7% | 0.6% | -0.6% | -1.7% | 4.9% | . | . | .
[28] CC(C)c1nc(Cl)c(C#N)c2c1COC(C)(C)C2
 : -14.1% | 0.1% | 4.5% | -5.7% | -3.0% | . | 6.9% | -17.6%
[29] COc1ccc(-c2cc(C(=O)Nc3cccc(C(C)=O)c3)no2)cc1
 : -8.6% | 0.2% | -8.5% | ? | -0.6% | 4.6% | . | -3.2%
[30] CC1(C)CNC(=O)CC(C)(C)N1O
 : 2.2% | 5.4% | -2.1% | -6.5% | -11.7% | 4.4% | . | -3.5%
[31] Cc1cc(C)cc(NC(=O)CSc2nc(CSc3ccc(Cl)cc3)cc(=O)[nH]2)c1
 : -2.5% | -1.6% | 13.0% | -0.3% | -2.6% | . | 9.1% | -0.2%
[32] COc1ccc(CC(=O)NNC(=O)CSc2nnc(Cc3ccc(OC)cc3)n2-c2ccccc2)cc1
 : -10.3% | -0.7% | 4.5% | -15.8% | -12.8% | -9.5% | -0.5% | -1.8%
[33] c1ccc(N2CCN(c3nc4ccccc4[nH]3)CC2)nc1
 : -0.4% | -0.5% | 0.3% | ? | 8.7% | -4.1% | -5.6% | -7.9%
[34] Cc1ccc(NC(=O)Nc2cnccn2)cc1Cl
 : -11.4% | 2.0% | -20.9% | 0.8% | -20.2% | 8.5% | . | -2.4%
[35] CC(=O)c1cn(C)c(=O)n(C)c1=O
 : 16.1% | -5.5% | 6.7% | 11.4% | -0.6% | 7.9% | 5.2% | 0.9%
[36] CC1=C(C(=O)Nc2ccccc2)C(c2ccccc2[N+](=O)[O-])NC(=O)N1 (stereo not given)
 : ? | -4.1% | -5.3% | 25.1µM* | ? | ? | -6.6%[11.4 µM] | 1.5%
[37] CCOC(=O)c1cc(CC)sc1NC(=O)COC
 : -2.2% | 2.4% | -17.0% | -6.0% | -6.0% | ? | . | -13.3%
[38] CN(C)C(=C(C#N)C#N)N1CCN(c2ccc(Cl)cc2)CC1
 : -9.2% | 0.8% | 4.8% | -4.4% | 0.7% | 3.6% | -6.5% | -2.0%
[39] OCc1nc2ccc(Cl)cc2[nH]1
 : -1.5% | -2.6% | 1.3% | -4.8% | 4.9% | . | 2.5% | -1.1%
[40] CC(C)c1onc(C(=O)NC2CCCC2)c1[N+](=O)[O-]
 : -4.6% | 0.5% | 0.7% | -12.1% | -5.3% | -2.0% | . | 4.3%

Seven neighbouring records from above, quoted:
Order of results – Tau fluor cs | TR SRC2 fluor cs | TRb SRC2 PPI | Tau fibril ThT | Tau fibril FP | ALDH1A1 inh | L3MBTL1 block | GLA spleen mod
[1] O=C(Nc1cc(C(F)(F)F)ccc1Cl)C1CCN(c2nnc(-n3cccc3)s2)CC1
 : -12.4% | 0.8% | -8.7% | -15.8% | -6.9% | 6.6% | 1.9% | 1.9%
[2] COc1cccc(OC)c1OCCCc1c(C)n[nH]c1C
 : -6.5% | 0.7% | 3.7% | -16.2% | -1.3% | 7.2% | 9.7% | 8.9%
[3] CCOC(=O)c1c(C)[nH]c(C)c1C(=O)CSc1nc2ccccc2c(=O)n1-c1ccccc1C
 : -25.2% | -0.1% | -3.0% | 1.4% | ? | 20µM* | -6.5% | -5.6%
[4] O=C(C[n+]1cnn(CC(=O)c2ccc(Cl)cc2Cl)c1)c1ccc([N+](=O)[O-])cc1
 : -24.3% | 6.3% | 5.0% | ? | 3.5% | 20µM* | 8.6% | -7.2%
[5] NC1=NS(=O)(=O)NC1c1ccc(Br)cc1 (stereo not given)
 : 6.9% | 0.0%[53 µM] | 1.4%[53 µM] | 11.0% | 1.5% | 7.5% | 6.5% | 4.1%
[6] O=C(C[n+]1ccccc1)N1c2ccccc2Sc2ccccc21
 : -26.9% | 0.3% | -0.2% | ? | 8.6% | 3.16µM* | 3.5% | -1.5%
[7] CCN=C1S/C(=C\c2ccc(-c3cccc(C(=O)O)c3)o2)C(=O)N1CC
 : 2.0% | 1.6% | 1.6% | 1.0% | 1.6% | ? | 39.8µM* | 7.4%

The list continues.
Order of results – Tau fluor cs | TR SRC2 fluor cs | TRb SRC2 PPI | Tau fibril ThT | Tau fibril FP | ALDH1A1 inh | L3MBTL1 block | GLA spleen mod
[41] CC(=O)N1N=C(c2c(-c3ccccc3)c3cc(C)ccc3[nH]c2=O)CC1c1ccco1 (stereo not given)
 : -12.1% | 1.0% | -0.5% | ? | -2.9% | ? | -13.8% | -5.7%
[42] Cc1ccc(S(=O)(=O)N(CC(=O)NCCSc2ccccn2)c2cc(C)cc(C)c2)cc1
 : -7.6% | -3.3% | -4.1% | -10.9% | 4.7% | -10.5% | -1.0% | -1.1%
[43] O=C1CC(c2ccccc2)CC(O)=C1C=NC1CCCC1 (stereo not given)
 : -0.3% | 0.1% | 1.2% | -0.7% | -2.3% | -1.9% | 8.7% | 9.3%
[44] COc1cc(NC(=S)Nc2cccc(Cl)c2Cl)c(OC)cc1Cl
 : -11.1% | 1.0% | -0.6% | -15.1% | -9.8% | -5.4% | -1.7% | 4.2%
[45] CCOC(=O)C1C(=O)N(C(=O)c2cncc(Br)c2)CC1c1ccccc1 (stereo not given)
 : -4.9% | 0.3% | -1.6% | -1.4% | 1.7% | -3.1% | 3.4% | -9.1%

Screening results as filed in PubChem BioAssay.
